Source: PubChem BioAssay
FN deposit inh: inhibitors of fibronectin matrix deposition, primary screen, AH1F cells, Alexa488-fibronectin fluorescence, plate reader. AH1F fibroblasts, overnight. inhibition, % at 12.6 µM. actives 0.086% (n = 350,000). AID 743247, 2014;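 active = mean inhibition across replicates of 30% or more, regardless of how many single replicates reach that level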;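 note: positive control wells lacked labelled fibronectin entirely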
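Assay system: AH1F fibroblast monolayer, labelled fibronectin deposition. Amount: 10000 cells per well. Also added: labelled fibronectin 24 nM. Compound: single-point pinned compound. Incubation: cell attachment 1 h, compound and FN exposure overnight. Detection: fluorescence after three HBSS washes, excitation 485 nm, emission 525 nm. Read-out: inhibition of fibronectin deposition signal.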
F508del corr: F508del CFTR correction, initial screen, CFBE line, single point. CFBE cells, YFP halide quenching; stimulated with forskolin plus potentiator P3; % fluorescence drop versus neutral controls. activity (quench increase), % at 7.58 µM. actives 0.36% (n = 350,000). AID 720511, 2013;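 active = mean added fluorescence quench of at least 8% versus neutral control, with both replicates also reaching 8%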;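 note: cells transiently co-express mutant CFTR-F508del with the halide-sensitive YFP; corrector assay measuring rescue of mutant channel to the surface after 24 h compound exposure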
C2C12 statin: suppressors of statin myotoxicity in C2C12 myotubes, primary screen, cell-based, single point, plate reader; AID 602340, 2012; rescue of ATP level, % at 7.49 µM; actives 0.78% (n = 330,000); C2C12 myotubes + simvastatin, ATP luminescence, 48 h; scaled: DMSO 0, geranylgeraniol control 100;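 active = mean ATP rescue above about 67%, or every replicate alone reaching that limit, limit read from the data, passing the limit was not always enough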;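 note: myotubes were challenged with 10 µM simvastatin during compound exposure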
miR122 inh: miR-122 Renilla sensor signal increase in Huh7, primary screen, miR-122 inhibitor project, cell-based, single point, plate reader. actives 0.3% (n = 340,000). activation (reporter increase), % at 12.5 µM. AID 602342, 2012. Huh7 miR-122 Renilla luciferase sensor, 48 h; neutral wells = 0, positive control = 100;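 active = mean replicate activation score at least 90 and every replicate individually at or above 90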;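 note: higher luciferase means less miR-122 activity so hits act as miR-122 inhibitors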
PGC1a acetyl inh: inhibitors of PGC1a acetylation signal, primary screen, cell-based, U2OS, AlphaScreen, inhibitor mode; AlphaScreen anti-acetyl-lysine; with virally co-expressed GCN5 acetyltransferase; inhibition, % at 15.6 µM; actives 0.17% (n = 350,000);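 active = every replicate shows inhibition of at least 40%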;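 note: 0% = neutral control wells and 100% = positive control wells; some results beyond the cut were filed as inactive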
PglD inh: C. jejuni PglD acetyltransferase inhibitors, primary screen, biochemical, DTNB colorimetric, single point; UDP-N-acetylbacillosamine N-acetyltransferase PglD (Campylobacter jejuni); purified PglD enzyme, DTNB colorimetric CoA detection; inhibition, % at 12.5 µM; actives 0.098% (n = 360,000); in the data active = inhibition above about 16%, passing the limit was not always enough; note: strong numbers were not always called active
GSIS activator: GLuc luminescence reporter in INS-1E cells, primary screen for activators of glucose-dependent secretion of insulin. INS-1E GLuc reporter insulin secretion, 2-3 h. activation, % at 16.6 µM. actives 0.61% (n = 370,000);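 active = lowest replicate activation of at least 40%, so every replicate reaches that level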;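 note: 0% = median of neutral control wells and 100% = median of IBMX positive control wells; some compounds called inactive have numbers as strong as hits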
Cneo AK release: Cryptococcus neoformans cell lysis inducers, primary screen, AK release luminescence, single concentration. C. neoformans lysis, adenylate kinase release luminescence, 4 h; normalised: neutral wells 0, clomiphene wells 100. lysis activity, % at 15 µM. actives 0.2% (n = 360,000). AID 651654, 2012;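 active = mean lysis activity across replicates of at least 80%, whatever share of replicates individually reach that level; inactive = mean lysis activity below 80%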
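Material: C. neoformans cells; Schedule: 4 h static compound exposure, 37 °C, read 1 h post-reagent; Measured by: adenylate kinase release luminescence; Read-out: signal increase indicating cell lysis; Controls: Clomiphene as positive lysis control.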
* hit, by the source's call; x = not tested or not shown; & = joins results of further samples; [ ] = dose if it differs, or a comment.

SMILES | FN deposit inh | F508del corr | C2C12 statin | miR122 inh | PGC1a acetyl inh | PglD inh | GSIS activator | Cneo AK release
Cc1cc(Cl)nc(Cl)c1C(=O)NC(=O)NCCC(C)C | -8 | -3.0 | x | x | 1 | x | -13 | x
C[C@@H]1CN([C@H](C)CO)C(=O)c2cc(C#Cc3cccc(F)c3)cnc2O[C@@H]1CN(C)C(=O)C1CC1 | x | 0.7 | x | 11[16.7 µM] | 4 | -3 | -9 | -1
Brc1cnc2nc(SC/C=C/c3ccccc3)[nH]c2c1 | -7 | 2.6 | x | -6 | -1 | 12 | -5 | 2
CCC(=O)N(C)C[C@@H]1Oc2cc(C#CCC(C)C)ccc2S(=O)(=O)N([C@@H](C)CO)C[C@@H]1C | 2 | -2.2 | -10 | 6[16.7 µM] | -11 | 0 | -15 | 58
O=C1COc2ccc(C(=O)NCc3ccco3)cc2N1 | x | -0.2 | 12 | 3 | 0 | 4 | 21 | 0
CCCC(O)C#Cc1cnc2c(c1)C(=O)N([C@H](C)CO)C[C@H](C)[C@H](CN(C)S(=O)(=O)c1ccccc1)O2 (stereo partly specified) | x | 0.2 | -22 | 0[16.7 µM] | 7 | -1 | -18 | -1
Cc1ccc(Cl)cc1NC(=O)c1ccccc1OCC(=O)Nc1ccc(Cl)cc1 | -1 | x | -17 | 20 | 9 | x | -3 | x
COc1ccc(S(=O)(=O)N(C)C[C@H]2Oc3ccc(NS(=O)(=O)c4c(C)noc4C)cc3CC(=O)N([C@@H](C)CO)C[C@@H]2C)cc1 | x | -0.8 | -7 | 0[16.7 µM] | -9 | 1 | 4 | -5
O=C(COC(=O)c1ccco1)Nc1nnc(-c2ccccc2)o1 | -10 | -0.1 | -2 | x | x | x | 6 | x
O=C(NCc1ccc(F)cc1)c1noc2c1CCCCC2 | x | -0.8 | 6 | -1 | -9 | 9 | -32 | 2
C[C@@H]1CCCCO[C@@H](CN(C)S(=O)(=O)c2cccs2)[C@@H](C)CN([C@@H](C)CO)C(=O)c2cc(NC(=O)Nc3ccccc3)ccc2O1 | 1 | -0.8 | x | -4[16.7 µM] | -5 | -1 | 23 | -8
O=C(NCCCN1CCCC1=O)c1cccc(N2CCCC2=O)c1 | 3 | x | -16 | -4 | -13 | -2 | x | -1
O=C(Nn1cnnc1)c1ccccc1-c1ccccc1 | -2 | x | 1 | -1 | 5 | -3 | x | -1
C[C@H]1CN([C@@H](C)CO)C(=O)c2cc(Br)cnc2O[C@@H]1CN(C)C(=O)c1ccc(F)cc1 | 0 | 1.9 | -7 | 8[16.7 µM] | 3 | 2 | 9 | -2
CO[C@@H]1CN(C)C(=O)c2cc(NC(=O)c3cnccn3)ccc2OC[C@H](C)N(CC2CC2)C[C@H]1C | -2 | 1.1 | x | x | 4 | x | 7 | x
CC(CN1CCCCC1)OC(=O)c1ccccc1Cl (stereo unspecified) | x | x | 0 | -4 | 7 | 1 | x | 0
Cc1ccccc1NC(=O)Cc1nc(COC(=O)c2ncc(Cl)c(Cl)c2Cl)cs1 | -6 | 4.0 | 9 | -14 | -24 | 6 | -13 | 4
CCCN1CCC(=O)N(CCSc2ccccc2)CC1 | 0 | -0.6 | 14 | -13 | 6 | -3 | 10 | 1
CO[C@@H]1CN(C)C(=O)c2cc(NS(=O)(=O)CC(F)(F)F)ccc2OC[C@H](C)N(C(=O)NC(C)C)C[C@@H]1C | -2 | 0.3 | -5 | x | -21 | 8 | 8 | -4
O=C(NCCc1c[nH]c2ccccc12)C1CCN(Cc2ccc(Br)cc2)CC1 | 1 | 1.8 | 0 | x | x | 0 | -6 | 1
CN(C)c1ccc(C=C2C(=O)OC(C)(C)OC2=O)cc1 | 2 | 1.5 | 0 | 4 | 0 | x | -5 | x
CCCN(C)C[C@@H]1Oc2cc(-c3ccc(OC)cc3)ccc2S(=O)(=O)N([C@@H](C)CO)C[C@@H]1C | 2 | -0.8 | x | 6[16.7 µM] | -6 | 4 | 0 | -2
C[C@@H]1CN([C@@H](C)CO)C(=O)c2cc(C#CC3(O)CCCC3)cnc2O[C@H]1CN(C)C(=O)C1CCOCC1 | x | -1.3 | -4 | -16[16.7 µM] | -7 | 4 | 5 | -2
Cc1cccc(S(=O)(=O)N2C[C@H](O)COC[C@H]3O[C@H](CC(=O)NCc4ccc5c(c4)OCO5)CC[C@@H]32)c1 | -4 | 0.3 | -2 | 4[16.7 µM] | -1 | -1 | 1 | 4
C[C@H](NC(=O)C[C@@H]1C=C[C@H](NC(=O)C2CCOCC2)[C@@H](CO)O1)c1ccccc1 | x | 1.8 | 0 | x | 2 | -1 | -3 | 2

Next part
SMILES | FN deposit inh | F508del corr | C2C12 statin | miR122 inh | PGC1a acetyl inh | PglD inh | GSIS activator | Cneo AK release
COCCN(C(=O)COC(=O)c1ccc2c(c1)OCCO2)c1c(N)n(Cc2ccccc2)c(=O)[nH]c1=O | 4 | 0.9 | -1 | 0 | x | x | -4 | x
CC(=O)N(C)C[C@@H]1Oc2cc(C#C[C@@H](C)O)ccc2S(=O)(=O)N([C@@H](C)CO)C[C@@H]1C | x | 1.6 | 20 | 1[16.7 µM] | 4 | 3 | 8 | 0
COC(=O)c1sc(N2C(=O)C(O)=C(C(=O)c3ccc(C)o3)C2c2ccc([N+](=O)[O-])cc2)nc1C (stereo unspecified) | x | -2.1 | 5 | -3 | x | -14 | 24 | -2
O=C(C[C@H]1CC[C@@H]2[C@H](COC[C@@H](O)CN2C(=O)c2ccccc2F)O1)N1CCN(c2ccccc2)CC1 | -1 | 3.6 | 0 | -1[16.7 µM] | 2 | -1 | 20 | 7
CC(C)NC(=O)N(C)C[C@H]1Oc2ccc(NC(=O)Nc3ccc(F)cc3)cc2CC(=O)N([C@H](C)CO)C[C@@H]1C | x | 4.2 | 23 | -1[16.7 µM] | 1 | -3 | -3 | 53
COc1ccc(N(C(=O)c2snc(C(N)=O)c2N)C(C(=O)NC2CCCC2)c2ccc(F)cc2)c(OC)c1 (stereo unspecified) | 5 | -2.4 | 13 | x | x | 0 | -1 | 1
CC(=O)Nc1ccc2c(c1)C(=O)N(C)[C@@H]1CC[C@@H](CC(=O)N3CCc4ccccc4C3)O[C@H]1CO2 | -5 | -1.0 | -20 | 0[16.7 µM] | -2 | -4 | -4 | 1
C=CCN(c1ccccc1)S(=O)(=O)c1ccc2c(c1)NC(=O)C(C)S2 (stereo unspecified) | -2 | -0.5 | 7 | 11 | -6 | -5 | -46 | 0
Cc1ccc(C2CC(c3cccs3)=NN2C(=O)c2ccc(Br)o2)cc1 (stereo unspecified) | x | x | 93* | 1 | 12 | -2 | -50 | 200*
CC(C)(C)OC(=O)N1CCN(C(=O)c2[nH]c(C(F)(F)F)nc2-c2ccccc2)CC1 | 3 | -2.3 | -2 | -2 | -13 | 5 | x | 1
COc1ccc(NC(=O)CN2CCN(S(=O)(=O)c3cccs3)CC2)cc1Cl | -2 | -2.1 | 2 | -1 | -1 | 3 | 5 | 1
CCOc1ccc(NC(=O)CN(C)C(=O)c2cccnc2Sc2ccc(C)c(C)c2)cc1OCC | -1 | -0.1 | 9 | x | x | -5 | 1 | 24
CC(C)N(C(=O)Cn1cc(S(=O)(=O)CC(=O)NCc2ccccc2)c2ccccc21)C(C)C | x | -2.0 | x | 4 | 14 | -6 | -18 | 0
CCOc1ccc(NC(=O)CN2CCN(CC(=O)Nc3ccc(F)c(F)c3)CC2)cc1 | x | x | 10 | -5 | 2 | 2 | -6 | 1
COc1ccc(/C=C/C(=O)CCC(=O)O)cc1 | 0 | 0.6 | -1 | -6 | -9 | x | 19 | x
Cc1c(Nc2nc(-c3cccc([N+](=O)[O-])c3)cs2)c(=O)n(-c2ccccc2)n1C | 7 | -0.7 | -5 | -3 | -4 | -6 | 0 | -1
Cc1cccc(N2CCN(S(=O)(=O)c3ccc4c(c3)NC(=O)CO4)CC2)c1C | 11 | -0.4 | 7 | 2 | -10 | -2 | 10 | 1
COc1ccc(/C=C(\C#N)C(=O)Nc2cc(S(=O)(=O)N3CCCCC3)ccc2N2CCCCC2)cc1 | 5 | x | x | 2 | -7 | -2 | 2 | 2
CCc1ccc([C@@H]2CC=C(C(=O)O)[C@H](c3ccccc3F)N2S(=O)(=O)c2ccc(C)cc2)cc1 | -1 | 1.9 | 11 | x | x | 0 | 6 | -1
C[C@H]1CN([C@@H](C)CO)S(=O)(=O)c2ccc(C3=CCCC3)cc2O[C@H]1CN(C)C(=O)c1ccncc1 | x | 0.8 | 53 | 11[16.7 µM] | -12 | -1 | 4 | -2
CCN(CC(=O)NCc1ccc(Cl)cc1)C(=O)CNS(=O)(=O)c1ccc(NC(C)=O)cc1 | x | -1.1 | 13 | 2 | 3 | 1 | 1 | -3
Cc1ccc(NC2CCCCC2NS(=O)(=O)c2ccc(Cl)cc2)cc1 (stereo unspecified) | x | -0.7 | 34 | 31 | -11 | -2 | -4 | 2
O=C(NC1CCCCC1)c1ccc2[nH]c(=O)c(=O)[nH]c2c1 | 5 | 0.0 | -2 | 3 | 3 | 2 | 19 | -1
C/C=C(\C)C(=O)NCCN1C2=NC[C@H](C(C)C)N2C[C@H]1Cc1ccc(O)cc1 | -12 | -0.9 | 9 | -5 | -3 | 0 | 9 | 2
O=C(CSc1nnc(-c2ccncc2)n1CC1CCCO1)Nc1cccc(O)c1 (stereo unspecified) | 6 | x | -6 | -2 | 11 | 1 | x | 0
CC(=O)N1CC[C@H]2[C@H](CO)Nc3ccc(C#Cc4ccccc4F)cc3[C@H]21 | -2 | -0.4 | x | x | 3 | x | -3 | x
CN1CCN(CC(=O)NN(Cc2ccccc2)c2ccccc2)CC1 | 3 | 2.0 | x | -5 | -6 | -7 | -5 | -1
CC(C)(CO)Cc1cc(C(C)(C)C)c(O)c(C(C)(C)C)c1 | -6 | -4.4 | 10 | 16 | x | 5 | x | 2
COc1ccc2oc(C(=O)OCC(=O)NC(C)(C#N)C3CC3)c(C)c2c1 (stereo unspecified) | -3 | -2.2 | 16 | -3 | x | 7 | 21 | 0
O=C(Nc1ccccc1F)N1C[C@@H]2N[C@H](C1)C2c1ccc(-c2cccc(F)c2)cc1 (stereo partly specified) | 0&7 | 0.1&-11 | x | x | 0&-1 | x | -8&-7 | x

Arranged by length of the SMILES (ascending): part of the list above
SMILES | FN deposit inh | F508del corr | C2C12 statin | miR122 inh | PGC1a acetyl inh | PglD inh | GSIS activator | Cneo AK release
CC(CN1CCCCC1)OC(=O)c1ccccc1Cl (stereo unspecified) | x | x | 0 | -4 | 7 | 1 | x | 0
CN(C)c1ccc(C=C2C(=O)OC(C)(C)OC2=O)cc1 | 2 | 1.5 | 0 | 4 | 0 | x | -5 | x
O=C(NC1CCCCC1)c1ccc2[nH]c(=O)c(=O)[nH]c2c1 | 5 | 0.0 | -2 | 3 | 3 | 2 | 19 | -1
C/C=C(\C)C(=O)NCCN1C2=NC[C@H](C(C)C)N2C[C@H]1Cc1ccc(O)cc1 | -12 | -0.9 | 9 | -5 | -3 | 0 | 9 | 2
